PPC-1+TRAIL kill: compounds killing PPC-1 cancer cells with TRAIL present, primary screen, TRAIL potentiator project, ATPLite luminescence, uHTS. PPC-1 cells + TRAIL, ATPLite viability luminescence. cell killing (% activity), % at 4 µM. 220,000 tested, 0.41% active;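 active = cell killing above 50% in the first pass at 4 µM, then a duplicate retest at 5 µM averaging 50% or more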;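 note: plate controls were cells with TRAIL plus DMSO for no effect and medium-only wells lacking cells for full effect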
L929 necroptosis: inhibitors of zVAD-triggered necroptosis, primary screen, L929 cells; L929 zVAD necroptosis rescue, ATP luminescence, 24 h; with zVAD 60 µM; viability rescue, % at 10 µM; 220,000 tested, 0.38% active;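 active = activation, scaled between plate controls, above about 75%, limit read from the data; inactive = activation under that limit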;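 note: 0% = zVAD with DMSO and 100% = DMSO alone without zVAD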
Wee1 stabilizer: Wee1 degradation inhibitors, primary screen, cell-based, HeLa, Wee1K328M-luciferase, luminescence; reporter increase, % at 5 µM; 220,000 tested, 1.2% active; HeLa Luc-Wee1K328M stability; 100% = proteasome inhibitor MG132 effect; AID 1321, 2008; Wee1-like protein kinase (Homo sapiens), P30291;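 active = activation above the mean of all tested compounds plus 3 SD, set per screening run, cut at about 8.8% in these data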;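 note: cells exposed to compound for 20 h before luminescence read; 0% = DMSO alone and 100% = MG132 at 30 µM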
CHOP inhibitor: inhibitors of CHOP promoter induction, primary screen, cell-based, unfolded protein response, luciferase reporter; CHO-K1 CHOP-promoter luciferase, tunicamycin-induced, 15-18 h; inhibition, % at 10 µM; 220,000 tested, 3.8% active;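 active = compounds that reduced the stress-induced luciferase reporter signal by more than about 70% of percent inhibition, limit read from the data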;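 note: 0% = tunicamycin plus vehicle and 100% = wells without tunicamycin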
Tb hexokinase: Trypanosoma brucei hexokinase 1 inhibitors, primary screen, biochemical, G6PDH-coupled NADH absorbance, MLSCN library. hexokinase 1 [Trypanosoma brucei]. recombinant TbHK1, G6PDH-coupled NADH A340. inhibition, % at 10 µM. 220,000 tested, 0.11% active. AID 1430, 2008;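 active = inhibition of 50% or more in the single-dose primary screen; inactive = inhibition below 50%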
TNF death inh: inhibitors of TNF-alpha triggered necroptosis, primary screen, cell-based, Jurkat FADD-/-, single concentration; Jurkat FADD-/- TNF necroptosis rescue, ATP luminescence, 24 h; 0 = TNF only, 100 = no-TNF cells; activation (protection from cell death), % at 10 µM; 220,000 tested, 0.068% active; AID 463075, 2010;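 active = activation, meaning protection from cell death, of at least 50% relative to plate controls; inactive = activation below 50%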;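 note: necroptosis triggered by 40 ng/mL TNF-alpha added together with compound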
FXIa inh: human FXIa protease inhibitors, primary screen, biochemical, 1536-well | purified FXIa, Boc-Glu-Ala-Arg-AMC fluorogenic substrate | inhibition, % at 5 µM | 220,000 tested, 0.14% active;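 active = inhibition of at least 40%; inactive = inhibition below 40%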;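 note: fluorescence of freed AMC excited at 355 nm; 0% = enzyme without compound and 100% = no enzyme blank; many of its hits are not listed in these tables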
Target sequence (P03951 19-387 limits assumed): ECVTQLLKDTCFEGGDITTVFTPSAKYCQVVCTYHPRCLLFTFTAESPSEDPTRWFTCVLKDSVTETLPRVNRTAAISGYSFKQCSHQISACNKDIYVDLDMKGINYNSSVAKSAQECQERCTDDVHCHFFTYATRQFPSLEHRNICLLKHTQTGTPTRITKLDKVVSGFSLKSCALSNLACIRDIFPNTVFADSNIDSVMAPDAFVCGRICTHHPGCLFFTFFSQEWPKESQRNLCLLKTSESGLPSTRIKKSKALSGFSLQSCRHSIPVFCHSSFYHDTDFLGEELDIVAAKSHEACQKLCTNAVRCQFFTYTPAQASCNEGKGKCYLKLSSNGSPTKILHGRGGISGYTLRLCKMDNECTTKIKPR
Target sequence (P03951 388-625 limits assumed): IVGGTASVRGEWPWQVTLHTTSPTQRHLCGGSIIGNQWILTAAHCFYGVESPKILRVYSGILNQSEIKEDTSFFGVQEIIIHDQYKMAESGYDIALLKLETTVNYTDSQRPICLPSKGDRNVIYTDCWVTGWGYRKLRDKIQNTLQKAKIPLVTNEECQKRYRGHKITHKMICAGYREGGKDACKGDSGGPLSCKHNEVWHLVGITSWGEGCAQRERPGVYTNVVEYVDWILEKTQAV
PGE2 EP2 inh: human EP2 receptor antagonists, primary screen, TR-FRET cAMP, C6 glioma cells | C6 glioma cells expressing human EP2; cells stimulated with saturating PGE2 | 260,000 tested, 0.52% active | inhibition, % at 25 µM;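 active = percent inhibition above 40 after rounding to a whole number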;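 note: rat C6 glioma host cells with rolipram phosphodiesterase inhibitor present; the protocol text gives 20 µM as final concentration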
Target sequence (P43116 whole entry, looked up): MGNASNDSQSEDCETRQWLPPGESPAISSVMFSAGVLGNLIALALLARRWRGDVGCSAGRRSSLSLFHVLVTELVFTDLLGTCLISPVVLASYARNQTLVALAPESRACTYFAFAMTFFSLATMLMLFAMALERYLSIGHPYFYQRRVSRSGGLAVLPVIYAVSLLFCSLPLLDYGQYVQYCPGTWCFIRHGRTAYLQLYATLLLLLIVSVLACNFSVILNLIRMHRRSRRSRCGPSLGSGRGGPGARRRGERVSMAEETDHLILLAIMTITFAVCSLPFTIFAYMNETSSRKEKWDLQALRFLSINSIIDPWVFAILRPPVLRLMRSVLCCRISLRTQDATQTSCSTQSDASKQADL
FXIIa inh: human FXIIa protease inhibitors, primary screen, biochemical, 1536-well. Coagulation factor XII (Homo sapiens), P00748. purified FXIIa, Boc-QGR-AMC fluorogenic substrate, 2 h. inhibition, % at 5 µM. 220,000 tested, 0.3% active; in the data active = inhibition above about 40%;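 note: 0% = enzyme with no compound and 100% = blank without enzyme; many of its hits are not listed in these tables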
* = called active by the depositor; · = no result given; & = joins results of further samples.

Key to letters – A = PPC-1+TRAIL kill; B = L929 necroptosis; C = Wee1 stabilizer; D = CHOP inhibitor; E = Tb hexokinase; F = TNF death inh; G = FXIa inh; H = PGE2 EP2 inh; I = FXIIa inh
COc1ccc(S(=O)(=O)N(C)Cc2cccs2)cc1Br
  A: 11; B: -0.9; C: 1; D: -22; E: 5; F: -1.2; G: 2; H: 3; I: 10
Cc1cccc(C2=N/C(=C\c3cccs3)C(=O)O2)c1
  A: 18; B: -0.6; C: 0; D: 21; E: 4; F: -2.2; G: 4; H: 4; I: 14
COc1ccc(NC(=O)CSc2ccccn2)cc1OC
  A: 14; B: -0.1; C: 0; D: 2; E: 0; F: 0.2; G: -6; H: 5; I: 3
O=C(COC(=O)c1ccccc1NC(=O)c1ccco1)NC1CCCCC1
  A: 12; B: -0.1; C: 3; D: 12; E: -4; F: 1.2; G: -19; H: 11; I: 9
O=C(N/N=C/c1ccccc1Cl)c1ccc(F)cc1
  A: 29; B: 0.1; C: 5; D: 13; E: -5; F: -2.4; G: -2; H: 3; I: 10
COCCSc1ccccc1C(=O)Nc1ccc([N+](=O)[O-])cc1OC
  A: -16; B: -0.4; C: -4; D: 4; E: -19; F: -0.1; G: 0; H: 11; I: 9
O=C(Nc1cccnc1)C1CC(c2ccccc2O)=NO1 (stereo unspecified)
  A: -3; B: -0.5; C: 0; D: 18; E: -9; F: 0.2; G: 4; H: 7&9; I: 16
CC1(C)CC(=O)C(C(C2=C(O)CC(C)(C)CC2=O)c2cccc(O)c2)C(=O)C1 (stereo unspecified)
  A: 13; B: -0.2; C: -2; D: -20; E: 3; F: -2.2; G: 16; H: 2; I: 28
COc1cc(O)c2c(c1)COC2=O
  A: 7; B: 0.3; C: 0; D: -49; E: 23; F: 0.8; G: 4; H: 6; I: 2
COc1ccc(/C=C/C(=O)Nc2ccccc2)cc1OC
  A: 5; B: 0.4; C: -4; D: -38; E: -27; F: 0.9; G: -9; H: 5; I: 3
CCCCn1c2c(c3ccccc31)CCc1nonc1-2
  A: 21; B: 0.2; C: 3; D: ·; E: 0; F: -0.5; G: ·; H: 7; I: ·
CCOC(=O)c1cc(C(=O)c2ccccc2O)cn2c(=O)c3c(C)c(C)sc3nc12
  A: 1; B: 1.8; C: -2; D: 28; E: -4; F: -3.2; G: -1; H: 11; I: ·
CCCCCn1cnc2sc(CC)cc2c1=O
  A: 0; B: 1.9; C: 2; D: -8; E: 1; F: 25; G: 4; H: 6; I: 3
O=C(c1cccs1)N1CCCN(c2ncnc3scc(-c4ccccc4)c23)CC1
  A: 6; B: -0.6; C: 1; D: 6; E: -7; F: -1.7; G: 1; H: 12; I: 8
COc1ccc(/C=C/C(=O)c2sc(-c3ccccc3)nc2C)cc1
  A: 1; B: 0.6; C: -2; D: 17; E: -7; F: -2.9; G: 7; H: 7; I: 23

The list goes on, starting with the last two of the part before.
Key to letters – A = PPC-1+TRAIL kill; B = L929 necroptosis; C = Wee1 stabilizer; D = CHOP inhibitor; E = Tb hexokinase; F = TNF death inh; G = FXIa inh; H = PGE2 EP2 inh; I = FXIIa inh
O=C(c1cccs1)N1CCCN(c2ncnc3scc(-c4ccccc4)c23)CC1
  A: 6; B: -0.6; C: 1; D: 6; E: -7; F: -1.7; G: 1; H: 12; I: 8
COc1ccc(/C=C/C(=O)c2sc(-c3ccccc3)nc2C)cc1
  A: 1; B: 0.6; C: -2; D: 17; E: -7; F: -2.9; G: 7; H: 7; I: 23
Cc1nn(C)cc1/C=C/C(=O)c1ccccc1
  A: 30; B: -1.2; C: 5; D: -11; E: -52; F: -4.9; G: 6; H: 8; I: 17
Nc1c(N2CCCCC2)c(=O)[nH]c(=O)n1-c1ccccc1
  A: 8; B: 0.4; C: 1; D: 38; E: 5; F: -0.7; G: -12; H: 1; I: 1
CCOc1ccccc1NC(=O)C(OC(=O)c1ccccc1)c1ccccc1 (stereo unspecified)
  A: 23; B: -0.5; C: 0; D: 35; E: -14; F: 0.2; G: -1; H: 3; I: 2
O=C(Cc1ccccc1Cl)N1CCN(c2ncccn2)CC1
  A: 22; B: 0.5; C: -2; D: -15; E: 1; F: 0.9; G: -10; H: 3; I: 4
CC1=NCCN1S(=O)(=O)c1ccc(Br)c(C)c1
  A: 20; B: -0.3; C: 1; D: 21; E: 16; F: 0.2; G: 1; H: 6; I: 8
COC(=O)c1[nH]c2ccccc2c1NC(=O)CN1CCC(C(N)=O)(N2CCCCC2)CC1
  A: 15; B: 0.9; C: 1; D: 2; E: -2; F: -1.6; G: 4; H: 15; I: 1
CCN1C(=O)/C(=C\N2CCCc3ccccc32)SC1=S
  A: 8; B: 5.4; C: -2; D: ·; E: -10; F: 6.3; G: 6; H: 0; I: 17
Cc1ccccc1NC(=O)c1ccc(COc2ccc3c(C)cc(=O)oc3c2)cc1
  A: 7; B: 0.9; C: 5; D: 74*; E: -5; F: 0.7; G: 6; H: 4; I: 15
COc1ccc(C(=O)Nc2ccc(Cl)cc2C(=O)NCc2ccco2)cc1OC
  A: -15; B: 4.2; C: 0; D: 41; E: 3; F: -5.4; G: -2; H: 6; I: 0
Cc1nnc(SCC(=O)NC(=O)NCCC(C)C)s1
  A: 5; B: 2.8; C: 1; D: 18; E: -2; F: 1.5; G: -7; H: 7; I: 8
C/C(=N\n1nnnc1Nc1ccccc1)c1ccc(N)cc1
  A: 16; B: 1.4; C: -1; D: 6; E: -13; F: -0.7; G: 10; H: 6; I: -8
O=C(NC1CCCCC1)C(c1ccco1)N(CCc1ccccc1)C(=O)C(F)(F)F (stereo unspecified)
  A: 19; B: 0.6; C: -1; D: 5; E: 7; F: -2.2; G: -7; H: 9; I: 5
O=c1cc(CO)oc(C(Nc2ccccn2)c2cccc(F)c2)c1O (stereo unspecified)
  A: 36; B: 0.8; C: 1; D: -19; E: -10; F: 0.7; G: 9; H: 11; I: 23
CC1(C)SC(=S)N(/N=C/c2cccnc2)C1N(O)C(=O)NC1CCCCC1 (stereo unspecified)
  A: 30; B: 0.1; C: -1; D: -5; E: -37; F: -0.4; G: 0; H: 6; I: 9
COCCCNC(=O)c1cc(C(=O)c2c(-c3c(Cl)cccc3Cl)noc2C)c[nH]1
  A: 4; B: -0.3; C: -3; D: 18; E: -5; F: -6.4; G: -10; H: 9; I: 11
Cc1cn(-c2cc(C(=O)Nc3ccc(C)c(NC(=O)N4CCNC4=O)c3)cc(C(F)(F)F)c2)cn1
  A: 2; B: 79*; C: ·; D: 12; E: -17; F: 1.2; G: 1; H: 10; I: 5
O=C(O)CC(NCc1ccco1)C(=O)OCCCl (stereo unspecified)
  A: 7; B: 0.7; C: -1; D: -5; E: -3; F: 0.6; G: -7; H: 8; I: -5
COc1cc(/C(C#N)=C/c2ccccc2)c([N+](=O)[O-])cc1OC
  A: 7; B: -0.7; C: 2; D: 41; E: -2; F: 0.8; G: 2; H: 26; I: 9
Cc1ccccc1NC(=S)NC(NC(=O)c1ccco1)C(Cl)(Cl)Cl (stereo unspecified)
  A: 24; B: 0.0; C: 0; D: 16; E: 15; F: 1.7; G: 1; H: 5; I: 12
COc1ccc2nc(N3C(=O)CC(Cc4ccc(C)cc4)C3=O)sc2c1 (stereo unspecified)
  A: 13; B: 2.9; C: 4; D: 51; E: 33; F: 2.9; G: 6; H: 15; I: 15
O=C(NC1CCCCCC1)C1c2ccccc2C(=O)N1Cc1ccco1 (stereo unspecified)
  A: -27; B: -0.2; C: 0; D: 29; E: 31; F: -0.6; G: -6; H: 8; I: 8
CCOc1cccc(/C=C2\NC(=S)N(c3ccccc3)C2=O)c1O
  A: 26; B: 0.4; C: -1; D: -14; E: -19; F: 0.4; G: -3; H: 5; I: 6
CCOC(=O)/C(=N\Nc1cccc(C(F)(F)F)c1)N1CCOCC1
  A: -12; B: -1.7; C: -1; D: 12; E: 0; F: 0.0; G: 29; H: 3; I: 24
Nc1nc(NCc2ccccc2)nc(Nc2ccc(F)cc2)c1[N+](=O)[O-]
  A: 8; B: 0.1; C: -3; D: -24; E: -8; F: -1.1; G: 18; H: 4; I: 18
CCn1cc(CNC(=O)/C=C/c2ccc([N+](=O)[O-])cc2)c(C)n1
  A: 1; B: 0.4; C: -1; D: 18; E: -27; F: -0.9; G: -5; H: 5; I: 5
O=C(CSCc1nc2ccccc2[nH]1)Nc1ccc(Oc2ccccc2)cc1
  A: 20; B: 1.3; C: 0; D: 41; E: 19; F: -0.5; G: -1; H: 8; I: 9
CCOc1ccccc1NC(=O)c1cccc(NC(=O)C(C)C)c1
  A: 10; B: 2.4; C: 4; D: 26; E: -1; F: 2.7; G: -5; H: 0; I: 0
CCCCn1c(CNC(=O)C23CC4CC(CC(C4)C2)C3)nnc1SCC(=O)Nc1nnc(C)s1
  A: 2; B: 0.3; C: 0; D: 11; E: -18; F: 0.3; G: -5; H: 5; I: 5
CCn1nnc(-c2ccccc2NC(=O)c2cnccn2)n1
  A: ·; B: -0.5; C: -2; D: ·; E: -4; F: -2.6; G: ·; H: 1; I: ·
COc1ccc(C(=O)NCCc2nnc(SCC(=O)Nc3ccccc3F)n2C)cc1
  A: 0; B: 10; C: -3; D: 0; E: 2; F: 1.4; G: 1; H: 1; I: 2
O=C(OCc1ccccc1)N1CCOCCN(C(=O)OCc2ccccc2)CCOCC1
  A: 10; B: -0.8; C: 4; D: 8; E: 1; F: 1.2; G: -2; H: 7; I: 3
COc1ccc(C(CC(=O)O)NC(=O)COc2ccccc2)cc1OC (stereo unspecified)
  A: 6; B: -0.3; C: 3; D: 11; E: 3; F: -2.3; G: 3; H: 8; I: 11
CCC(NC(=O)c1ccccc1O)c1ccccc1 (stereo unspecified)
  A: 39; B: 0.1; C: 1; D: 44; E: -4; F: -0.3; G: -10; H: 1; I: 2

Part of the list above in order of length of the SMILES, falling:
Key to letters – A = PPC-1+TRAIL kill; B = L929 necroptosis; C = Wee1 stabilizer; D = CHOP inhibitor; E = Tb hexokinase; F = TNF death inh; G = FXIa inh; H = PGE2 EP2 inh; I = FXIIa inh
Nc1nc(NCc2ccccc2)nc(Nc2ccc(F)cc2)c1[N+](=O)[O-]
  A: 8; B: 0.1; C: -3; D: -24; E: -8; F: -1.1; G: 18; H: 4; I: 18
O=C(OCc1ccccc1)N1CCOCCN(C(=O)OCc2ccccc2)CCOCC1
  A: 10; B: -0.8; C: 4; D: 8; E: 1; F: 1.2; G: -2; H: 7; I: 3
Cc1ccccc1NC(=S)NC(NC(=O)c1ccco1)C(Cl)(Cl)Cl (stereo unspecified)
  A: 24; B: 0.0; C: 0; D: 16; E: 15; F: 1.7; G: 1; H: 5; I: 12
CCOc1cccc(/C=C2\NC(=S)N(c3ccccc3)C2=O)c1O
  A: 26; B: 0.4; C: -1; D: -14; E: -19; F: 0.4; G: -3; H: 5; I: 6

A portion of the library (hit frequency here may not be typical).
